Screens deposited in PubChem by National Center for Advancing Translational Sciences (NCATS).
Epigenetic derep – Quantitative High-Throughput Screen for Regulators of Epigenetic Control; AID 1865, 2009; actives 0.2% (n = 280,000); Potency, µM (highest dose often 53.9 µM), for inactives: top-dose GFP activation, actives largely listed as activators; murine LDR cells, GFP reporter derepression, 30 h; further: % of control where 0% means no effect; nearly all actives have a fitted effect of over 60% in size
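GFP-positive cell count by laser-scanning cytometry (objects 20–120 um) after 30 h, 37 C compound exposure of murine LDR cells; reporter is CMV-GFP integrated at a silenced locus, inducible by HDAC or DNMT inhibitors.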
GAA glycogen – qHTS Assay for Inhibitors and Activators of Human alpha-Glucosidase Cleavage of Glycogen; Lysosomal alpha-glucosidase (Homo sapiens), P10253; AID 2100, 2009; recombinant GAA, glycogen substrate, Amplex Red glucose oxidase fluorescence; Potency, µM (top dose mostly 76.4 µM), inactives show at the top dose activity change, negative = inhibition, hits mostly inhibitors; actives 0.38% (n = 300,000);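 further: 0% = full enzyme reaction and -100% = no-enzyme basal signal; the screen sought inhibitors and activators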
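qHTS, 1536-well; enzyme 4 nM final; cpd up to 77 uM; substrate bovine liver glycogen 30 ug; 50 mM citrate/phosphate pH 5.0, 0.01% Tween-20; 37 C, 40 min; Amplex Red detection 45 min RT; Hill fit → AC50.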
aGlu spleen mod – qHTS Assay for Inhibitors and Activators of Human alpha-Glucosidase From Spleen Homogenate. Lysosomal alpha-glucosidase (Homo sapiens), P10253. human spleen homogenate, 4-MU-alpha-glucoside fluorescence. Potency, µM (series often up to 79.9 µM), for inactives: at the top dose activity change, negative = inhibition, hits mostly inhibitors. actives 0.006% (n = 240,000);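 further: 0% = enzyme with vehicle and -100% = no enzyme basal signal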
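Human spleen homogenate (1 ug) with 4-methylumbelliferyl-alpha-D-glucopyranoside (1 mM final) in 50 mM citrate/phosphate pH 5.0, 0.01% Tween-20; 40 min at 37 C. Stopped at pH 10; 4-MU fluorescence Ex 365/Em 440 nm; AC50 by Hill fit.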
GAA inhib – qHTS Assay for Inhibitors of Human alpha-Glucosidase as a Potential Chaperone Treatment of Pompe Disease; actives 0.005% (n = 200,000); AID 1466, 2008; Lysosomal alpha-glucosidase (Homo sapiens), P10253; Potency, µM (top dose mostly 76.9 µM), inactives show at the top dose activity change, negative = inhibition, most hits filed as inhibitors; purified human GAA, 4-MU-alpha-glucoside fluorescence;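 further: plate controls were uninhibited enzyme wells for no effect and no-enzyme background for full effect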
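Fluorescence at Ex 365/Em 440 nm from 4-methylumbelliferone reported enzyme activity after 20 min at room temperature. Reactions used 4 nM enzyme and 400 uM substrate at pH 5.0; curves fitted with the Hill equation.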
ALDH1A1 inh – qHTS Assay for Inhibitors of Aldehyde Dehydrogenase 1 (ALDH1A1) | Aldehyde dehydrogenase 1A1 (Homo sapiens), P00352 | Purified ALDH1A1, NADH fluorescence, propionaldehyde substrate | Potency, µM (series often up to 75.3 µM), inactives show at the highest dose activity, negative = inhibition, usual class: inhibitors | actives 7.3% (n = 220,000) | AID 1030, 2008; active means well fitted inhibition curve with a large enough effect, not every such curve was filed as active; inconclusive means small, poorly fitted or top-dose-only effect, or another doubt; inactive means no such curve, though single readings can be large or run the other way;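 further: plate controls were no enzyme wells and a reference inhibitor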
Target sequence (P00352 whole entry, looked up): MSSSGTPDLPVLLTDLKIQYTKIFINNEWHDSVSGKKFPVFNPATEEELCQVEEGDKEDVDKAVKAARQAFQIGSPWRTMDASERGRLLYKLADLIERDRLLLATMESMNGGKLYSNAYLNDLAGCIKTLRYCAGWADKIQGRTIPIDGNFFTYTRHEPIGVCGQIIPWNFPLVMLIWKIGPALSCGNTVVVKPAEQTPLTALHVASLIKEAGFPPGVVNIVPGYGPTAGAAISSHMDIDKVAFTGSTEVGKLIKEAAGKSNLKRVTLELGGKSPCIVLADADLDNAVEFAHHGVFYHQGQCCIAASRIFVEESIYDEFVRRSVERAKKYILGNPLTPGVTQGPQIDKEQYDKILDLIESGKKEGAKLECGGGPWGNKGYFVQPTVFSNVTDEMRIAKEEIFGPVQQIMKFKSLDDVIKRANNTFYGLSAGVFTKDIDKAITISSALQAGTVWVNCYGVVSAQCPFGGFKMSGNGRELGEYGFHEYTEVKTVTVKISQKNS
aGal spleen mod – qHTS Assay for Inhibitors and Activators of Human alpha-Galactosidase From Spleen Homogenate | Alpha-galactosidase A (Homo sapiens), P06280 | human spleen homogenate, 4MU-alpha-Gal fluorescence, 40 min | Potency, µM (doses to about 80 µM), without a hit: top-dose activity change, negative = inhibition, actives largely listed as inhibitors | AID 2107, 2009 | actives 0.008% (n = 240,000);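 further: 0% = enzyme with vehicle and -100% = no enzyme basal signal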
Target sequence (P06280 32-429 limits assumed): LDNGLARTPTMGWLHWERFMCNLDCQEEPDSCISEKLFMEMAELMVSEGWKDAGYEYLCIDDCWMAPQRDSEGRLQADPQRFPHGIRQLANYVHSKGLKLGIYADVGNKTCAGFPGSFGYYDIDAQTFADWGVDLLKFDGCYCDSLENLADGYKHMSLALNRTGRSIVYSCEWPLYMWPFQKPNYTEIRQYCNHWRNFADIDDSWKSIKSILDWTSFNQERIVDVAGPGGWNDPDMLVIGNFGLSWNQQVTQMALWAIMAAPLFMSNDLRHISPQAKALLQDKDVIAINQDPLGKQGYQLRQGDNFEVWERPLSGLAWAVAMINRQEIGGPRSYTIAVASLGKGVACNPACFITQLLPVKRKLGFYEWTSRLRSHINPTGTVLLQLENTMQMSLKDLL
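Inhibition or activation of alpha-galactosidase in human spleen homogenate is scored by 4-MU fluorescence after 40 min at 37C, pH 5.0, with 1 mM substrate. AC50s come from concentration-response fitted to the Hill equation.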
NPSR antag – qHTS Assay for Antagonists of the Neuropeptide S Receptor: cAMP Signal Transduction; AID 1461, 2008; CHO-NPSR cells, cAMP TR-FRET, antagonist mode; actives 1% (n = 220,000); Potency, µM (doses to about 38.3 µM), for inactives: at the top dose activity change, negative = inhibition, most hits filed as inhibitors; Q6W5P4; further: on the % scale 0 is the no-effect control and ±100 the full control effect; nearly all actives have a fitted effect of over 50% in size; many of its hits are not listed in these tables
Tau fluor cs – Counterscreen qHTS for Inhibitors of Tau Fibril Formation, Fluorescence Polarization; tau K18 P301L (four-repeat tau fragment) Alexa594 fluorescence, heparin fibrillization; Potency, µM (top dose mostly 57.7 µM), inactives show top-dose activity change, negative = decrease; actives 0.93% (n = 280,000); AID 1463, 2008; further: on the % scale 0 is the no-effect control and ±100 the full control effect; nearly all actives have a fitted effect of over 55% in size
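Human K18 P301L tau (15 uM unlabeled plus 0.24 uM Alexa 594-labeled, final) in 100 mM sodium acetate pH 7 was mixed with compound and 20 uM heparin and incubated 6 hr at 37 C.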
An asterisk follows results filed as active; ? = inconclusive; nt = no result given; & = joins results of further samples; [ ] = dose if it differs, or a comment. Unless noted, the call rests on the fitted dose curve; in most records, active means well fitted curve in the direction sought with a large enough effect; inconclusive means small, poorly fitted or top-dose-only effect, or another doubt; inactive means no such curve, though single readings can be large; an effect the other way counts as inactive or inconclusive. Potency means the concentration at half of the fitted maximal effect. Only part of the results is shown. The share of hits here may be higher or lower than overall.

SMILES	Epigenetic derep	GAA glycogen	aGlu spleen mod	GAA inhib	ALDH1A1 inh	aGal spleen mod	NPSR antag	Tau fluor cs
Cc1cc(C)cc(NC(=S)N2CCN(Cc3ccccc3)CC2)c1	-3.3%	3.7%	-10.6%	4.2%	4.0%	-4.3%	-12.1%	-3.4%
CC1CC(C)(C)N(C(=O)CN2C(=O)c3ccccc3C2=O)c2ccccc21 (stereo unspecified)	2.3%	-3.6%	-2.5%	4.7%	14.0%	2.5%	-21.9%[46.1 µM]	-9.3%
O=C1C=C(c2cccs2)CC(c2cccs2)C1n1cnc([N+](=O)[O-])c1 (stereo unspecified)	-0.3%	3.8%	-2.0%	0.2%	28.2µM*	3.6%	?	-17.2%
COc1ccccc1-n1c(=O)c(C#N)c(-c2ccc([N+](=O)[O-])cc2)c2cc(C(=O)c3cc(F)ccc3O)cnc21	0.0%	-14.3%	-3.2%	-2.9%	-2.1%	2.3%	-25.0%	-26.6%
Cn1c(C(C)(O)C(O)c2ccccc2)nc2ccccc21 (stereo unspecified)	-1.2%	4.9%	11.6%	-6.5%	-0.3%	4.1%	9.0%	-3.8%
Cc1ccc(S(=O)(=O)Oc2ccccc2/C=N/Nc2ccc(C(=O)O)cc2)cc1	-1.7%	?	5.5%	nt	nt	14.1%	57.6%	?
Nc1cc(S(=O)(=O)Nc2ccc(Br)cc2)ccc1Cl	0.0%	-17.4%	3.0%	nt	nt	10.2%	?	?
CSc1ccc(C(=O)C2CCCN(Cc3ccc(N4CCNC4=O)cc3)C2)cc1 (stereo unspecified)	-0.2%	2.3%	1.4%	nt	-14.4%	-11.1%	13.1%	-0.2%
Cc1ccc(NC(=O)C2CCCN(S(=O)(=O)c3c(C)noc3C)C2)c(C)c1 (stereo unspecified)	0.0%	2.0%	1.9%	0.2%	8.3%	0.7%	?	?
Cc1ccc(N2CC(C(=O)Nc3nccs3)CC2=O)cc1Cl (stereo unspecified)	1.6%	-1.7%	5.6%	-0.9%	-16.9%	13.0%	-15.8%[46.1 µM]	-8.6%
Cc1cc(C(=O)N2CCN(Cc3ccccc3)CC2)on1	-1.8%	3.5%	0.9%	-5.1%	-11.1%	-6.9%	-6.9%[46.1 µM]	-4.8%
Cn1cc(CNCc2ccccc2OCC(O)CN2CCc3ccccc3C2)cn1 (stereo unspecified)	4.7%	-0.7%	6.0%	-10.4%	-2.3%	4.7%	-16.9%	-0.5%
CCOC(=O)c1ccc(NC(=S)NNC(=O)C2(C)CC2(Cl)Cl)cc1 (stereo unspecified)	-1.0%	-12.4%	-3.2%	-0.9%	10µM*	12.7%	-3.5%	-22.8%
Cc1cc(C)nc(NS(=O)(=O)c2ccc(NC(=O)CCN3C(=O)c4ccccc4C3=O)cc2)n1	1.6%	7.1%	-2.4%	-0.6%	-11.8%	-0.1%	-6.7%[46.1 µM]	2.8%
CCCC(c1nnnn1Cc1ccc(OC)cc1)N1CCN(c2ccccc2)CC1 (stereo unspecified)	-1.0%	-3.9%	-1.1%	-5.0%	-11.4%	12.4%	-24.3%[46.1 µM]	-22.0%
COc1ccc(C(=O)N2CCSC2=S)cc1OC	0.0%	4.0%	2.7%	-18.1%	?	4.9%	-0.8%[46.1 µM]	4.4%
COC(=O)c1cn(C(=O)c2ccc(C)cc2C)c2ccccc12	0.0%	6.6%	-5.7%	nt	9.2%	-7.8%	40.4%	-11.4%
CNS(=O)(=O)c1cccc(C(=O)NCC(c2cccs2)N(C)C)c1 (stereo unspecified)	-1.1%	4.3%	4.7%	-1.7%	2.7%	7.7%	3.3%[46.1 µM]	-1.2%
CCC(C)NC(=O)c1ccccc1NC(=O)C1COc2ccccc2O1 (stereo unspecified)	0.0%	11.5%	0.5%	2.7%	-8.5%	-3.9%	3.1%	7.5%
CCCCNC(=O)CCn1nc(-c2ccc(Cl)cc2)c2ccccc2c1=O	-0.3%&1.0%	-2.6%	-10.7%	nt	nt	2.7%	14.5%[7.67 µM]	-3.4%&-2.8%
COc1nn(CC(=O)N2N=C(C)CC2(O)C(F)F)cc1[N+](=O)[O-] (stereo unspecified)	-1.0%	1.4%	-5.3%	-0.3%	4.8%	-8.0%	8.6%	2.5%
COc1ccc(C2CC(c3cccs3)=NN2C(=O)CSc2nc3ccccc3o2)cc1 (stereo unspecified)	-0.9%	-1.2%	-1.0%	2.9%	-1.4%	1.1%	-18.7%	3.7%
N=c1n(Cc2ccccc2)c2ccccc2n1Cc1ccccc1	10.8%	4.0%	-2.5%	-6.2%	-3.1%	-0.3%	-0.4%	7.2%
O=C(Nc1ccccc1)c1ccc(CSc2ncccn2)cc1	2.1%	9.6%	-7.5%	-0.1%	8.9%	2.1%	-11.5%[46.1 µM]	-10.7%
Cc1nc(-c2ccccn2)sc1C(=O)Nc1ccc(F)cc1F	0.0%	1.6%	3.6%	-2.1%	5.6%	11.6%	-10.9%[46.1 µM]	-3.6%
CCCCn1nc(CC(=O)NCCN(CC)CC)c2ccccc2c1=O	-2.5%	-7.1%	-2.0%	nt	nt	1.8%	16.8%	-3.5%
CCCCn1c(N)c(N(CC(C)C)C(=O)CCCSc2nncs2)c(=O)[nH]c1=O	0.1%	5.1%	5.4%	11.1%	?	-1.1%	8.2%	-2.7%
Cn1c(=N)c(S(=O)(=O)c2ccccc2)cc2c(=O)n3ccccc3nc21	-1.1%	2.4%	-2.5%	-8.1%	?	2.3%	-9.2%[46.1 µM]	-1.1%
Cc1cc(OCC(=O)NC(C)C)cc(C)c1Cl	-0.8%	-7.9%	0.2%	3.8%	-5.8%	8.1%	17.8%[46.1 µM]	-0.4%
Cc1cc2cc(C)c3nnc(SCC(=O)Nc4ccc(S(=O)(=O)N5CCCCC5C)cc4)n3c2cc1C (stereo unspecified)	0.0%	-0.5%	-0.5%	8.8%	?	0.4%	-3.9%	3.1%
CCOC(=O)c1cnc(SC)nc1Oc1cccc(NC(=O)c2cccc(Cl)c2Cl)c1	0.0%	3.5%	-3.8%	1.8%	?	3.2%	?	-8.4%
N#CC1=C(SCc2ccccc2)NC(=O)CC1c1ccc(O)cc1 (stereo unspecified)	-2.1%	9.7%	-7.9%	1.7%	-7.0%	6.6%	7.1%[46.1 µM]	4.7%
O=C1c2cccc([N+](=O)[O-])c2C(=O)N1c1ccccc1	-1.6%	-4.4%	-4.4%	-0.6%	-8.2%	-2.0%	-1.0%	-2.0%
Cc1ccccc1NC(=O)Cc1nc(-c2ccc3ccccc3c2)cs1	0.0%	-5.0%	2.9%	4.4%	-9.2%	6.6%	12.4%	-23.8%
Cc1ccc(C=Nc2cc([N+](=O)[O-])ccc2C)s1	0.1%	-2.7%	-6.4%	-2.8%	?	1.0%	5.0%	0.6%
COc1ccc(-c2nc(C#N)c(NCCc3ccccc3)o2)cc1OC	-1.0%	?	0.2%	3.2%	?	11.5%	-7.9%[46.1 µM]	15.8µM*[quencher]

Profiles as entered above. Screens in order: Epigenetic derep, GAA glycogen, aGlu spleen mod, GAA inhib, ALDH1A1 inh, aGal spleen mod, NPSR antag, Tau fluor cs
`COc1ccc(-c2nc(C#N)c(NCCc3ccccc3)o2)cc1OC` as listed: -1.0%, ?, 0.2%, 3.2%, ?, 11.5%, -7.9%[46.1 µM], 15.8µM*[quencher]
`Nc1cc(S(=O)(=O)Nc2ccc(Br)cc2)ccc1Cl` as listed: 0.0%, -17.4%, 3.0%, nt, nt, 10.2%, ?, ?
`Cc1ccc(S(=O)(=O)Oc2ccccc2/C=N/Nc2ccc(C(=O)O)cc2)cc1` as listed: -1.7%, ?, 5.5%, nt, nt, 14.1%, 57.6%, ?

Remaining list, next part
SMILES	Epigenetic derep	GAA glycogen	aGlu spleen mod	GAA inhib	ALDH1A1 inh	aGal spleen mod	NPSR antag	Tau fluor cs
CC(OC(=O)c1cccnc1)C(=O)NCc1ccc2c(c1)OCO2 (stereo unspecified)	-0.9%	16.7%	-15.9%	-5.9%	-1.0%	-3.4%	22.1%[46.1 µM]	-1.9%
O=C(Cc1ccccc1)Nc1ccccc1N1CCCC1	-2.4%	?	-6.6%	1.4%	11.4%	2.9%	-5.0%	-10.6%
Cn1c(=O)c(C(=O)CN2CCCCCC2)c(N)n(Cc2ccccc2)c1=O	0.0%	0.9%	4.8%	-5.6%	?	-2.2%	-17.7%	-7.4%
CCn1c(N2CCC(Cc3ccccc3)CC2)nc2c1c(=O)[nH]c(=O)n2C	0.0%	3.0%	0.5%	-2.7%	-9.8%	3.6%	-10.0%[46.1 µM]	-2.2%
COC(=O)NCCOc1cc(C)ccc1C	0.0%	6.5%	4.6%	-10.3%	-9.4%	-4.2%	27.2%[46.1 µM]	7.9%
C=CCn1c(COc2cccc3ccc(C)nc23)nnc1SCC(=O)O	-0.7%	4.5%	0.5%	-4.2%	-1.2%	1.4%	-0.7%[46.1 µM]	4.5%
Oc1ccccc1C1=Nc2ncnn2C(c2ccc(F)cc2)C1 (stereo unspecified)	1.0%	2.2%	-2.0%	1.7%	?	3.0%	?	-9.1%
Cc1cccc(N=Nc2cnc(N)s2)c1	1.0%	-7.0%	-4.3%	-12.4%	-6.4%	-0.3%	8.8%	?
CC(C)[N+](C)(C)CC#CC(O)(c1ccccc1)c1ccccc1	1.1%	-12.4%	-6.5%	nt	nt	-1.9%	10.0%	-34.7%[11.6 µM]
COc1cc2nc(CN(C)Cc3ccc(Cl)cc3)[nH]c(=O)c2cc1OC	-2.3%	-10.6%	-2.1%	1.9%	2.0%	3.5%	0.7%	-8.9%
CCSC1=NCCN1C(=O)c1c(-c2ccccc2Cl)noc1C	2.3%	-5.7%	5.0%	5.3%	8.4%	-4.3%	3.2%	-7.3%
